Growth percent in the NCI-60 one-dose screen (48 h, 10 µM unless noted): 100 = growth as untreated, 0 = no growth, -100 = all killed.
SF-295: SF-295 CNS cancer cells | hit rate 5.6% among 79,000
SW-620: SW-620 colon cancer | hit rate 5.2% among 82,000
SNB-75: SNB-75 CNS cancer. hit rate 5% among 79,000
HCT-15: HCT-15 colon cancer. hit rate 5.2% among 82,000. AID 1794746
SF-539: SF-539 CNS cancer; hit rate 6.8% among 81,000; AID 1794752
HCC-2998: HCC-2998 colon cancer. hit rate 4.7% among 79,000
KM12: KM12 colon cancer cells | hit rate 5% among 82,000 | AID 1794800
SNB-19: SNB-19 CNS cancer cells; hit rate 2.5% among 81,000
HCT-116: HCT-116 colon cancer. AID 1794798. hit rate 7.3% among 82,000
* = called active by the depositor; nt = no result given; & = joins results of further samples; [ ] = remark or other dose. How the source made its calls: active means growth percent below 10; inactive means the rest.

no.	SMILES	SF-295	HCC-2998	SF-539	HCT-116	HCT-15	SNB-75	SW-620	KM12	SNB-19
1	CC(=O)OC[C@@]1(C)C2CC[C@]3(C)C(CC=C4C5CC(C)(C)CC[C@]5(C(=O)Nc5ccc(F)cc5)CC[C@]43C)[C@@]2(C)C[C@@H](OC(C)=O)[C@@H]1OC(C)=O (stereo not given in full)	23	49	40	23	34	54	37	45	nt
2	CC(=O)Nc1ccc2c(c1)CN1C(=O)c3ccccc3C1=N2	96	nt	97	95	97	102	111	104	99
3	NC(=O)NCCCC(N)C(=O)O (stereo not given)	117	110	103	104	109	104	107	101	92
4	COC(=O)c1ccc(NC(=O)Nc2ccc(C(=O)OC)cc2)cc1	121	108	112	95	93	113	112	113	97
5	COc1ccc(NC(=O)CSc2nc(C)c(C(C)=O)n2-c2ccc([N+](=O)[O-])cc2)cc1	89	105	102	87	86	90	97	107	86
6	O=S(=O)(OCC(COS(=O)(=O)c1ccccc1)(OS(=O)(=O)c1ccccc1)OS(=O)(=O)c1ccccc1)c1ccccc1	84	118	104	102	98	63	106	108	101
7	Cc1cc(C)[nH]c(=S)n1	97	98	95	99	97	83	113	101	108
8	C/C(=N\NC(N)=S)c1ccc(Nc2nc(SC(C)C)nc(-c3ccccc3)c2C#N)cc1	44	59	31	58	77	104	86	76	64
9	Cc1cc2c(-c3nc4ccccn4c3NC34CC5CC(CC(C5)C3)C4)c(O)c(O)cc2c(O)c1-c1c(C)cc2c(-c3nc4ccccn4c3NC34CC5CC(CC(C5)C3)C4)c(O)c(O)cc2c1O	1.5*	31	-1.7*	12	20	20	24	20	17
10	CC(=O)OCC(COC(C)=O)(COC(C)=O)[N+](=O)[O-]	100	116	101	109	97	132	118	105	106
11	N#Cc1c(-c2ccccc2)nc(SCc2nnc(-c3ccc(Cl)cc3)o2)[nH]c1=O	90	103	104	84	101	94	100	102	100
12	Cc1ccc(-c2ccc(C)cc2)cc1	102	116	115	103	107	108	nt	118	115
13	CC(=O)O[C@H]1CC[C@]2(C)[C@H]3CC=C4[C@@H]5CC(C)(C)CC[C@]5(C(=O)N5CCN(CCC#N)CC5)CC[C@@]4(C)[C@]3(C)CC[C@H]2C1(C)C	66	48	17	-2.3*	20	54	19	29	63
14	CC(=O)OC1Oc2ccccc2-c2oc(=O)c(-c3cc4ccc(N(C)C)cc4oc3=O)cc21 (stereo not given)	6.7*	nt	69	21	46	71	62	72	48
15	COc1cc(-c2cc(C(=O)Nc3nc4ccccc4s3)nc3cc(-c4ccccc4)nn23)cc(OC)c1OC	53	86	4.1*	58	85	37	56	45	98
16	CC(=O)O[C@H]1CO[C@H]2[C@@H]1OC[C@@H]2Oc1ccnc(NC2CCN(S(C)(=O)=O)CC2)n1	96	105	97	107	100	86	107	115	103
17	Cc1ccc(S(=O)(=O)N2CCc3c([nH]c4ccccc34)C2c2cc(=O)oc3ccc(Cl)cc23)cc1 (stereo not given)	83	nt	91	62	83	69	93	87	95
18	Cn1c(=O)c2[nH]c(SSc3nc4c([nH]3)c(=O)n(C)c(=O)n4C)nc2n(C)c1=O	96	104	95	100	93	84	100	104	99
19	COc1ccc(N2C(=O)C(Oc3ccccc3)C2c2ccc(C)cc2)cc1 (stereo not given)	90	98	99	96	91	98	95	96	101
20	CC(=O)COc1ccc(/C=C2\CCCC3C2=NNC3c2ccc(OCC(C)=O)cc2)cc1 (stereo not given)	107	nt	97	91	108	70	106	105	92
21	c1ccc(-c2nc3cnccn3c2NCCN2CCOCC2)cc1	101	102	87	86	97	84	94	92	98
22	COc1cc2c3c(c1O)-c1ccccc1[C@@H]1OC(=O)N(CC2)[C@@]31C	95	94	105	101	91	82	104	95	93
23	OC(COCc1ccccc1)COCc1ccccc1	108	98	110	99	109	91	110	105	111
24	CCOc1ccccc1NC(=O)c1cc(-c2ccccc2)n(-c2ccc(S(C)(=O)=O)cc2)n1	93	116	97	89	95	115	122	103	94
25	CCN(CC)CCCC(C)N(Cc1ccccc1)CC(O)c1ccc(Br)cc1 (stereo not given)	99	93	93	93	105	80	105	100	104
26	O=C1C=CC(=Nc2ccc3c(c2)Cc2cc(F)ccc2-3)O1	117	nt	107	108	105	87	104	104	102
27	CC(C)C(=O)NCCCCCCN1CCCCC1	101	100	94	97	93	99	96	109	102
28	Cc1cccc(C(=O)OCCC(C)C)c1	96	118	104	102	103	98	102	104	102
29	O=Cc1cc(Cl)ccc1[N+](=O)[O-]	nt	101	96	74	96	90	95	99	108
30	N#CCCN1c2ccccc2Sc2ccccc21	90&97	112&101	107&99	108&106	92&92	109&101	109&102	104&105	102&110

Entries listed so far with fluorine, in the order listed:
no.	SMILES	SF-295	HCC-2998	SF-539	HCT-116	HCT-15	SNB-75	SW-620	KM12	SNB-19
1	CC(=O)OC[C@@]1(C)C2CC[C@]3(C)C(CC=C4C5CC(C)(C)CC[C@]5(C(=O)Nc5ccc(F)cc5)CC[C@]43C)[C@@]2(C)C[C@@H](OC(C)=O)[C@@H]1OC(C)=O (stereo not given in full)	23	49	40	23	34	54	37	45	nt
26	O=C1C=CC(=Nc2ccc3c(c2)Cc2cc(F)ccc2-3)O1	117	nt	107	108	105	87	104	104	102

The list continues.
no.	SMILES	SF-295	HCC-2998	SF-539	HCT-116	HCT-15	SNB-75	SW-620	KM12	SNB-19
31	C=CCN1C(=O)c2cccc3c(/C=C/CN4C(=O)c5cccc6cccc(c56)C4=O)ccc(c23)C1=O	103	118	87	98	105	96	96	100	90
32	Clc1cnc(OCCc2ccncc2)nc1-n1cnc2ccccc21	105	105	104	81	101	106	101	89	107
33	CCCCN(CCCC)c1ccc(C(=N)c2ccc(N(CCCC)CCCC)cc2)cc1	-84*	-97*	-91*	-100*	-92*	nt	-84*	-95*	-83*
34	COc1ccc(-c2nc(-c3ccccc3)c(-c3ccccc3)[nH]2)cc1OC1CCCCC1	81	91	102	88	93	79	89	89	86
35	O=C(Nc1nonc1-c1nc2ccccc2n1Cc1ccncc1)c1ccncc1	95	97	105	101	95	87	110	97	90
36	Nc1ccc(-c2cccs2)cc1NC(=O)c1ccc(CCCC(=O)Nc2ccc(C3CC3N)cc2)cc1 (stereo not given)	84	100	77	3.3*	87	111	24	69	91
37	O=[N+]([O-])c1cc2c(cc1Br)-c1ccccc1C2	93	nt	101	84	45	87	84	58	nt
38	CCOC(=O)Nc1cc(N)ncn1	108	102	98	105	100	88	106	115	102
39	O=C1/C(=C/c2ccc(O)cc2)CN(C(=O)CCN2CCC(=NO)CC2)C/C1=C\c1ccc(O)cc1	107	100	98	103	111	nt	106	105	96
40	CCOC(=O)c1cnc2ccc(C)cn2c1=O	95	100	98	107	102	101	105	115	97
41	Cc1ccccc1N1CCN(C(=S)Cc2ccc3ccccc3c2)CC1	108	97	108	92	102	99	106	106	102
42	O=C1[C@H]2Cc3c([nH]c4ccccc34)[C@H](c3ccc(Br)cc3)N2C(=O)CN1C1CCN(CC2CCCCC2)CC1	113	68	75	18	39	53	80	77	83
43	COc1ccc(CCNC(=O)Cc2ccc(OC)c(OC)c2)cc1OC	105&112	104&99	103&126	101&115	106&104	86&116	95&112	104&95	107&89
44	O=S(=O)(c1ccc(N/N=C\c2ccccc2)cc1)c1ccc(N/N=C/c2ccccc2)cc1	58	66	66	53	89	87	74	67	81
45	COc1ccc(C(=O)c2cc(C(C)=O)c3c(C)cc(C)cn23)cc1	31	76	24	20	66	2.3*	82	71	25
46	CCCCCCCCCCCCCCCCNC(=S)N/N=C/c1cccc2ccccc12	96	106	102	107	106	108	113	96	116
47	COc1ccc(-c2cc(/C=C3\C(=O)Nc4ccc(Cl)cc43)[nH]n2)cc1	47	94	nt	27	36	50	27	44	71
48	O=C1N=c2cc3c(cc2=C/C1=C/c1sc(=S)n(Cc2ccco2)c1O)OCCO3	103	104	97	88	92	69	89	97	94
49	CCOC(=O)/C(C#N)=N/Nc1cccc2c1C(=O)c1ccccc1C2=O	96	103	98	67	94	90	103	103	106
50	COc1cc(CN/C=C2\C[C@@H](C(=O)NCc3ccc(Cl)cc3Cl)NC2=O)cc(OC)c1OC	110	108	111	95	109	86	101	105	101
51	Fc1ccc(-n2nc(C(F)(F)F)c3c2OCc2ccccc2-3)cc1	112	112	103	102	100	105	104	100	105
52	CCCCCCCCCCCCCCCCCCOc1ccccc1CC(=O)OCC[N+](CC)(CC)CC	28	22	18	20	81	22	22	51	11
53	CCc1cc2c(cc1C(C)=O)C(C)(C)CC(C)C2(C)C (stereo not given)	93	99	96	98	93	79	107	100	107
54	Clc1ncnc2c1ncn2C1CCCO1 (stereo not given)	104	113	96	102	104	85	107	115	nt
55	COc1cc(/C=C/C(=O)c2ccc(C)cc2)ccc1Oc1nc(NCCO)nc(N2CCOCC2)n1	80	94	40	-77*	15	94	3.1*	20	44
56	CC(=O)CC(=O)NCCN(C)C	93	111	102	92	102	91	100	106	103
57	CC1(C)CC(=O)c2c(nc3ccc(Cl)cc3c2-c2ccccc2)C1	76	nt	98	91	81	96	159	94	90
58	Cc1ccc2nc(-c3ccc(-n4on4-c4ccc(/C=C/c5ccc(-n6on6-c6ccc(-c7nc8ccc(C)cc8s7)cc6)cc5S(=O)(=O)O)c(S(=O)(=O)O)c4)cc3)sc2c1	110	107	99	103	109	107	117	103	117
59	COc1ccc(/C=C/c2nc(-c3n[nH]c(=O)n3-c3ccccc3)c3ccccc3n2)cc1	100	112	101	104	94	82	90	94	97
60	O=C(O)CNc1ccc(Cl)c(Cl)c1	99	102	nt	96	78	109	93	96	93
61	COc1ccc(-c2c3c(N)c4c(nc3nc3c2c(C)nn3-c2ccccc2)CCC4)cc1	85	107	94	51	75	86	93	96	97
62	Oc1c(-c2[nH]c3ccccc3c2O)[nH]c2ccccc12	103	106	105	93	103	82	93	105	102
63	O=[N+]([O-])c1cccc(-c2nnc(CSc3nnc(-c4ccccc4Cl)o3)o2)c1	106	117	106	99	98	96	104	104	105
64	Cc1c(Cl)ccc(O)c1[N+](=O)[O-]	107	108	97	99	102	90	103	108	106
65	CCN1CNC(=O)NC1	95	111	99	102	105	107	114	111	100
66	Cc1ccc(N=CNN=C(N)N)cc1	nt	108	95	103	100	97	108	107	105
67	COc1cc2c(cc1CC(Br)CBr)OCO2 (stereo not given)	87	88	88	95	93	82	91	99	108
68	O=C1Nc2ccc(F)cc2/C1=C/c1nc(-c2ccc(F)cc2)n2ccccc12	92	108	104	91	105	94	80	88	105
69	COc1ccc(CN2[C@@H](CC(C)C)C=C[C@H](CC(C)C)N(Cc3ccccc3)S2(=O)=O)cc1	68[5 µM]	84[5 µM]	104[5 µM]	49[5 µM]	58[5 µM]	85[5 µM]	77[5 µM]	89[5 µM]	76[5 µM]
70	CC(C)(C)OC(=O)N1CCc2c(sc3ncnc(Nc4ccc(NC(=O)Nc5ccccc5)cc4)c23)C1	86	103	94	87	96	63	90	100	97
71	COc1ccccc1NC(=O)Nc1cc(C(C)C)c(O)cc1C	99	103	115	100	107	98	99	103	106

Results in SNB-19 and SF-295, for some of the entries so far:
nr	Compound	SNB-19	SF-295
29	O=Cc1cc(Cl)ccc1[N+](=O)[O-]	108	nt
40	CCOC(=O)c1cnc2ccc(C)cn2c1=O	97	95
2	CC(=O)Nc1ccc2c(c1)CN1C(=O)c3ccccc3C1=N2	99	96
35	O=C(Nc1nonc1-c1nc2ccccc2n1Cc1ccncc1)c1ccncc1	90	95
66	Cc1ccc(N=CNN=C(N)N)cc1	105	nt
